Screens from PubChem BioAssay.
ALOX12 inh – ALOX12 (human) lipoxygenase inhibition; hit rate 1.1% among 580,000; Potency, µM (highest dose often 108 µM), without a hit: at the top dose activity change, negative = inhibition, hits mostly inhibitors; purified 12hLO, xylenol orange hydroperoxide absorbance; P18054; further: potency means the concentration at half of the fitted maximal effect; on the % scale 0 is the no-effect control and ±100 the full control effect
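Purified human 12hLO (150 nM final) in 25 mM Hepes, 0.01% Triton X-100, pH 7.0 was preincubated 15 min at room temperature with compound. Then 40 uM arachidonic acid was added, 30 min. Hydroperoxide was read by Fe-XO absorbance ratio 573/405 nm.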
PI4K2A inh – PI4K2A (human) kinase inhibition | Q9BTU6 | purified PI4K2A, ADP-Glo luminescence, 1 h; hits give low values | activity change, negative = inhibition, % at 76.9 µM | hit rate 0.13% among 420,000; in the data active means activity change below about -50%; inconclusive means mostly about -30% to -49%;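 further: -100% = wells without enzyme as full effect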
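In this quantitative HTS, ADP production by PI4K2A was quantified luminescently after 1 h at ambient temperature; 100 microM adenosine served as plate-quality control.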
ERG Ets-DNA blk – ERG Ets/DNA interaction inhibition; fluorescence polarization, His-ERG Ets domain / labelled DNA; hit rate 0.028% among 370,000; AID 624246; Potency, µM (top dose mostly 76.9 µM), for the others: top-dose FP activity, negative = inhibition, usual class: inhibitors; active means well fitted inhibition curve with a large enough effect in the polarisation, with a control signal flat; inconclusive means small, poorly fitted or top-dose-only effect, or effect the other way, or a change in a side signal; inactive means no such curve, though single readings can be large or run the other way; the % refers to the polarisation;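 further: polarization taken with two DNA probes labelled with fluorescein and Texas red; potency means the concentration at half of the fitted maximal effect; % of control where 0% means no effect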
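His-tagged ERG Ets domain (1 uM in the protein solution; 300mM KCl, 50mM Tris-HCl, 1mM EDTA, 1mM DTT, pH 7.5) received compound, then a probe mix of 5 nM fluorescein-DNA and 100nM Texas-615-DNA. Fluorescence polarization was read for both dyes.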
HP1b binding inh – inhibitors of HP1-beta chromodomain binding to methylated histone tails | P83916 | AlphaScreen HP1-beta / biotin-H3K9me3 peptide binding | Potency, µM (series often up to 114 µM), inactives show at the highest dose activity change, negative = inhibition, most hits filed as inhibitors | hit rate 0.56% among 390,000 | AID 540317; further: potency means the concentration at half of the fitted maximal effect; nearly all actives have a fitted effect of over 70% in size; inactives centre near 23
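Compound inhibition of the preformed complex between 50 nM HP1-beta and 50 nM biotinylated H3K9me3 peptide was read by AlphaScreen. Buffer was PBS pH 7.4 with 0.01% Tween-20. Incubations ran 30 min at room temperature, with 10 ug/mL donor/acceptor beads.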
RGS4 inh – inhibitors of human regulator of G protein signaling 4 | hit rate 0.039% among 390,000 | Potency, µM (titrated, usually from 114 µM), without a hit: top-dose activity change, negative = inhibition, most hits filed as inhibitors | AID 504845 | Transcreener GDP fluorescence polarization, RGS4-accelerated GTP hydrolysis | P49798; further: potency means the concentration at half of the fitted maximal effect; on the % scale 0 is the no-effect control and ±100 the full control effect; nearly all actives have a fitted effect of over 75% in size; some results filed as inactive show a strong effect at the top dose
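MLSMR compounds (23 nl, pin-transferred) preincubated 10 min at room temperature with a 500nM (2x) first reagent, then RGS4 at 900nM (2x) plus Transcreener GDP mix added; fluorescence polarization (620/688 nm) read before and after 90 min at 30 °C.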
GLS inhibitor – inhibitors of human glutaminase (GLS); GLS enzymatic activity, qHTS titration; Potency, µM (highest dose often 45.5 µM), without a hit: at the top dose activity change, negative = inhibition, usual class: inhibitors; hit rate 0.21% among 410,000; further: potency means the concentration at half of the fitted maximal effect; on the % scale 0 is the no-effect control and ±100 the full control effect
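Enzyme dispensed in phosphate buffer (45 mM, pH 8.2, 0.02% Tween-20), compounds pinned in, then 1 mM L-glutamine solution and the glutamate oxidase–HRP–Amplex Red mix added; fluorescence read immediately and again after 30 min at room temperature.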
G9a block – G9a (human) methyltransferase inhibition | G9a H3K9 monomethylation, AlphaScreen, 2 h | Potency, µM (series often up to 102 µM), for the others: top-dose activity, negative = inhibition, actives largely listed as inhibitors | hit rate 8.8% among 350,000 | AID 504332; further: potency means the concentration at half of the fitted maximal effect; on the % scale 0 is the no-effect control and ±100 the full control effect; nearly all actives have a fitted effect of over 75% in size
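Quantitative HTS format: methyltransferase activity on a biotin-tagged H3K9 peptide is measured by AlphaScreen, using a rabbit anti-monomethyl-H3K9 antibody with streptavidin donor and anti-IgG acceptor beads. Final levels are 20 nM enzyme, 500 nM peptide, 20 uM SAM; 2 h RT.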
BAZ2B inh – BAZ2B (human) inhibition. hit rate 4.4% among 360,000. Q9UIF8. AlphaScreen BAZ2B-H3K14Ac peptide displacement. Potency, µM (doses to about 114 µM), for the others: top-dose activity change, negative = inhibition, usual class: inhibitors; further: potency means the concentration at half of the fitted maximal effect; on the % scale 0 is the no-effect control and ±100 the full control effect; nearly all actives have a fitted effect of over 60% in size
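Complex of BAZ2B and biotin-H3K14Ac (50 nM apiece) forms over 30 min at RT, then faces library compounds up to 110 uM for another 30 min; AlphaScreen beads added, 20 min dark incubation, luminescence read.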
JMJD2A Tudor inh – JMJD2A Tudor domain (human) inhibition | hit rate 4.4% among 390,000 | Potency, µM (series often up to 114 µM), inactives show top-dose activity change, negative = inhibition, hits mostly inhibitors | AlphaScreen JMJD2A-Tudor / H3K4me3 peptide binding; further: potency means the concentration at half of the fitted maximal effect; on the % scale 0 is the no-effect control and ±100 the full control effect; nearly all actives have a fitted effect of over 50% in size
Target sequence (O75164 whole entry, looked up, the tested form may be a part): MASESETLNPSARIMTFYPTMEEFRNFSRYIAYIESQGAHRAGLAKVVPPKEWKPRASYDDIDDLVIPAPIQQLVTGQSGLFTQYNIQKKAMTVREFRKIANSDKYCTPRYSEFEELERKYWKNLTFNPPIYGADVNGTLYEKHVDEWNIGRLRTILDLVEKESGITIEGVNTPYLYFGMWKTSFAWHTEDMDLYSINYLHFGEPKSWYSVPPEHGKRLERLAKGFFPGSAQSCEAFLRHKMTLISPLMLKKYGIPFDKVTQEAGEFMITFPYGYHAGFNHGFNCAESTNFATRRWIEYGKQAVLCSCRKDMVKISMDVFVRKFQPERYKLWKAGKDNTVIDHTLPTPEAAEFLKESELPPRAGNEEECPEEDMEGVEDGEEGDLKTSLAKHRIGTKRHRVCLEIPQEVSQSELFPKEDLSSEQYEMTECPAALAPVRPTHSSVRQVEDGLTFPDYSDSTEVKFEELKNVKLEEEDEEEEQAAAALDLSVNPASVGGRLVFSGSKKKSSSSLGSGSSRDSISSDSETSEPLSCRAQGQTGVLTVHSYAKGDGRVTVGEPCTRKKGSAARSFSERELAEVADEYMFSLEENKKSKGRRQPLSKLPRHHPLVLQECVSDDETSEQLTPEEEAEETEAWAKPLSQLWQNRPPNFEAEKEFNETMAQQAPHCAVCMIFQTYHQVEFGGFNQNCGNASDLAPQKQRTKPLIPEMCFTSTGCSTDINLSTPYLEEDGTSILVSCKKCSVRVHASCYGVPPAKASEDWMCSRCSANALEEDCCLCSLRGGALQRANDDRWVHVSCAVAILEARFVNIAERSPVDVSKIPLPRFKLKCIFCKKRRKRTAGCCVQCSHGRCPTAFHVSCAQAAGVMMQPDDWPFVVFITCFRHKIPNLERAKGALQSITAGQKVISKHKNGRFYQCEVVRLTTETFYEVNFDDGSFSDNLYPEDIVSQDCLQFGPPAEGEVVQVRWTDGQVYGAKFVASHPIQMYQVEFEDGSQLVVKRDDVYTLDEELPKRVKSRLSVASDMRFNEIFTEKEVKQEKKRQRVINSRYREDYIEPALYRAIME
* marks the source's active call; other numbers are inactive results; ? = inconclusive; nt = not tested or not shown; [ ] = another dose, or the depositor's remark. Unless noted, the call rests on the fitted dose curve; in most records, active means well fitted curve in the direction sought with a large enough effect; inconclusive means small, poorly fitted or top-dose-only effect, or another doubt; inactive means no such curve, though single readings can be large; an effect the other way counts as inactive or inconclusive. This is a subset. The share of hits here may be higher or lower than overall.

SMILES	ALOX12 inh	PI4K2A inh	ERG Ets-DNA blk	HP1b binding inh	RGS4 inh	GLS inhibitor	G9a block	BAZ2B inh	JMJD2A Tudor inh
Cc1ccc(-n2c(C)cc(C(=O)CSc3n[nH]c(N)n3)c2C)cc1	-26%	-6	-1%	-9%	-44%	21%	32%[12.7 µM]	-37%	?
CNC(=O)c1ccsc1NC(=O)CN1C(=O)CCC1=O	10%[57.4 µM]	1	9%	35%	14%	2%	4%[59 µM]	-2%	-17%
c1ccc(-c2sc3ccccc3c2-c2ccc(OCCN3CCCCC3)cc2)cc1	-3%	4	-8%	8%	-5%	-7%	nt	nt	-36%
O=C(COc1cccc(C(F)(F)F)c1)NNC(=O)c1ccc(=O)[nH]c1	5%	-3	11%	44%[activator]	-2%	38%[activator]	nt	nt	-7%
CCN1CCN(c2ccc(S(=O)(=O)N3CCCCC3)cc2NC(=O)c2cccc(C(F)(F)F)c2)CC1	?	4	5%	-11%	-3%	5%	13µM*	-9%	-34%
Cc1nc(CC(C)C)cc(C(=O)N2CCCC(Nc3ccc(C)c(C)c3)C2)n1 (stereo unspecified)	?	5	-6%	23%	8%	16%	?	-11%	-12%
CCn1ncc(C2=NOC(C(=O)N3CCN(c4ccccc4)CC3)C2)c1C (stereo unspecified)	4%	0	9%	2%	-27%	20%	?	17%	-12%
COc1ccccc1NC(=O)CNC(=O)c1ccc(F)cc1	-8%	-5	0%	37%	6%	0%	-24%[12.7 µM]	8%	-4%
CC(C)c1nnc(NC(=O)CCC(=O)NCc2ccccc2Cl)s1	-4%	0	-7%	36%	5%	5%	9%	2%	-2%
COCc1cc(C)n(CC(=O)Nc2ccccc2OC)c(=O)c1C#N	0%	-5	2%	?	-43%[56.9 µM]	43%[activator]	2%	6%	?
CCCn1nnc(NC(=O)c2ccc(OC)cc2)n1	-8%	2	3%	29%	4%	0%	-9%	2%	5%
CN(C)Cc1ccc(CNC(=O)COc2ccc3ccccc3c2)cc1	2%	-1	1%	-11%	-21%	-15%	21%	12%	-14%
Cc1cc(OCC(=O)OCC(=O)NC2CCCCC2C)ccc1Cl (stereo unspecified)	-15%	3	-1%	34%	-7%	-4%	18%[12.7 µM]	1%	-18%
CC(C)CC(=O)Nc1ccnn1C1CCN(C(=O)c2ccc(F)cc2Cl)CC1	0%	1	0%	13%	-7%	2%	nt	0%	-2%
COc1ccc(CCNC(=O)C2CCC(CNc3c(N4CCCC4)c(=O)c3=O)CC2)cc1OC (stereo unspecified)	158%[activator]	10	3%	26%	-10%	37%[activator]	2%[59 µM]	9%	-5%
CCN(C(=O)Cn1c(SCC(=O)NCc2ccccc2)nc2ccccc21)c1cccc(C)c1	?	3	2%	-6%	21%	-15%	-3%[59 µM]	-9%	-19%
Cc1cc(C)cc(N2CC(C)Cn3c2nc2c3c(=O)[nH]c(=O)n2C)c1 (stereo unspecified)	-6%	-2	-17%	32%	-13%	-6%	-9%[2.33 µM]	-2%	-10%
CCCCCCCCCCOC(=O)Cn1c(COc2ccccc2)[n+](C)c2ccccc21	0%	-1	-5%	16%	8%	0%	-12%	-2%	-28%
CCOc1cc(/C=N/NC(=O)CSc2nncn2C)ccc1OCc1cccc(C)c1	16%	1	-3%	18%	-17%	13%	5%[59 µM]	-6%	-10%
O=c1c2c(nc3cc(-c4ccccc4)[nH]n13)CCS2	-9%	-3	5%	24%	-38%	23%	10%	2%	-18%
COc1ccc(NC(=O)CCC(=O)c2cccs2)cc1S(=O)(=O)Nc1ccc(Cl)cc1	-30%	0	1%	3%	5%	8%	-5%[59 µM]	-32%	-33%

Eleven of these compounds in a different format.
Compound,ALOX12 inh,PI4K2A inh,ERG Ets-DNA blk,HP1b binding inh,RGS4 inh,GLS inhibitor,G9a block,BAZ2B inh,JMJD2A Tudor inh
CCCn1nnc(NC(=O)c2ccc(OC)cc2)n1,-8%,2,3%,29%,4%,0%,-9%,2%,5%
CN(C)Cc1ccc(CNC(=O)COc2ccc3ccccc3c2)cc1,2%,-1,1%,-11%,-21%,-15%,21%,12%,-14%
Cc1cc(OCC(=O)OCC(=O)NC2CCCCC2C)ccc1Cl (stereo unspecified),-15%,3,-1%,34%,-7%,-4%,18%[12.7 µM],1%,-18%
CC(C)CC(=O)Nc1ccnn1C1CCN(C(=O)c2ccc(F)cc2Cl)CC1,0%,1,0%,13%,-7%,2%,nt,0%,-2%
COc1ccc(CCNC(=O)C2CCC(CNc3c(N4CCCC4)c(=O)c3=O)CC2)cc1OC (stereo unspecified),158%[activator],10,3%,26%,-10%,37%[activator],2%[59 µM],9%,-5%
CCN(C(=O)Cn1c(SCC(=O)NCc2ccccc2)nc2ccccc21)c1cccc(C)c1,?,3,2%,-6%,21%,-15%,-3%[59 µM],-9%,-19%
Cc1cc(C)cc(N2CC(C)Cn3c2nc2c3c(=O)[nH]c(=O)n2C)c1 (stereo unspecified),-6%,-2,-17%,32%,-13%,-6%,-9%[2.33 µM],-2%,-10%
CCCCCCCCCCOC(=O)Cn1c(COc2ccccc2)[n+](C)c2ccccc21,0%,-1,-5%,16%,8%,0%,-12%,-2%,-28%
CCOc1cc(/C=N/NC(=O)CSc2nncn2C)ccc1OCc1cccc(C)c1,16%,1,-3%,18%,-17%,13%,5%[59 µM],-6%,-10%
O=c1c2c(nc3cc(-c4ccccc4)[nH]n13)CCS2,-9%,-3,5%,24%,-38%,23%,10%,2%,-18%
COc1ccc(NC(=O)CCC(=O)c2cccs2)cc1S(=O)(=O)Nc1ccc(Cl)cc1,-30%,0,1%,3%,5%,8%,-5%[59 µM],-32%,-33%
